From PubChem BioAssay
SR-BI HDL uptake: blocks mouse SR-BI lipid uptake from DiI-HDL. AID 488896. inhibition, % at 12.5 µM. hit rate 0.96% among 320,000. ldlA[mSR-BI] CHO cells, DiI-HDL uptake fluorescence, 3 h;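 active means mean replicate inhibition of at least 70% and a set share of replicates each scoring 70 or more; inconclusive means meets just one of the two criteria; inactive means fails both criteria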;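 further: 0% = median of neutral control wells and 100% = median of positive control wells; values of inactives mirror those of a sister screen read the other way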
CDK5 p35 inh: blocks human CDK5/p35 kinase activity; Recombinant CDK5/p35, ADP-Glo luminescence, 60 min; hit rate 0.01% among 330,000; Q00535+Q15078; inhibition, % at 10 µM;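 active means highest replicate inhibition of at least 50% and at least 75% of replicates reaching 50%; inconclusive means only one of the two criteria met; inactive means both criteria failed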;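 further: plate controls were DMSO neutral control for no effect and GW8510 at 10 µM for full effect; many of its hits are not listed in these tables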
Mot1-301 SUMO: SUMOylation pathway inhibition by Mot1-301 growth rescue | growth rescue, % at 18.8 µM | hit rate 1% among 320,000 | AID 2716 | S. cerevisiae Mot1-301 growth rescue, ATP luminescence, 38.5C; percent above DMSO median, 100 means doubled;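 active means every valid replicate shows activation above 250% relative to neutral control wells; inactive means the rest, any valid replicate at or below 250%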;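 further: OY570 slx delta 5 strain wells were the positive control but not used for scaling; some compounds called inactive have numbers as strong as hits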
dFosB act: activators of mouse delta FosB homodimer | AID 493131 | hit rate 0.99% among 340,000 | purified delta FosB, TAMRA-CDK5 oligo fluorescence polarization; percent of positive-control signal above neutral wells | P13346 | activation, % at 25 µM;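 active means mean activation above about 17%, with every replicate also reaching it, limit read from the data, passing the limit was not always enough; inconclusive means only one of the two conditions met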;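 further: fluorescence polarization rise as delta FosB binds a TAMRA Cdk5 AP-1 oligo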
MITF act: increases MITF-driven TRPM1 promoter luciferase signal; SK-MEL-5 TRPM1-promoter luciferase, 24 h; % of positive control, neutral wells = 0; activation, % at 12.5 µM; hit rate 0.75% among 300,000;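 active means mean activation of at least 80% with every replicate also reaching 80%; inconclusive means mean reaches 80% but some replicate falls short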;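 further: 0% = neutral control wells and 100% = parthenolide positive control wells; values of inactives mirror those of a sister screen read the other way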
NSD2 inh: inhibitors of human histone methyltransferase NSD2. O96028. NSD2 peptide methylation, AlphaScreen, 120 min. inhibition, % at 12.5 µM. hit rate 0.54% among 310,000; in the data active means inhibition above about 50%
Target sequence (O96028 whole entry, looked up): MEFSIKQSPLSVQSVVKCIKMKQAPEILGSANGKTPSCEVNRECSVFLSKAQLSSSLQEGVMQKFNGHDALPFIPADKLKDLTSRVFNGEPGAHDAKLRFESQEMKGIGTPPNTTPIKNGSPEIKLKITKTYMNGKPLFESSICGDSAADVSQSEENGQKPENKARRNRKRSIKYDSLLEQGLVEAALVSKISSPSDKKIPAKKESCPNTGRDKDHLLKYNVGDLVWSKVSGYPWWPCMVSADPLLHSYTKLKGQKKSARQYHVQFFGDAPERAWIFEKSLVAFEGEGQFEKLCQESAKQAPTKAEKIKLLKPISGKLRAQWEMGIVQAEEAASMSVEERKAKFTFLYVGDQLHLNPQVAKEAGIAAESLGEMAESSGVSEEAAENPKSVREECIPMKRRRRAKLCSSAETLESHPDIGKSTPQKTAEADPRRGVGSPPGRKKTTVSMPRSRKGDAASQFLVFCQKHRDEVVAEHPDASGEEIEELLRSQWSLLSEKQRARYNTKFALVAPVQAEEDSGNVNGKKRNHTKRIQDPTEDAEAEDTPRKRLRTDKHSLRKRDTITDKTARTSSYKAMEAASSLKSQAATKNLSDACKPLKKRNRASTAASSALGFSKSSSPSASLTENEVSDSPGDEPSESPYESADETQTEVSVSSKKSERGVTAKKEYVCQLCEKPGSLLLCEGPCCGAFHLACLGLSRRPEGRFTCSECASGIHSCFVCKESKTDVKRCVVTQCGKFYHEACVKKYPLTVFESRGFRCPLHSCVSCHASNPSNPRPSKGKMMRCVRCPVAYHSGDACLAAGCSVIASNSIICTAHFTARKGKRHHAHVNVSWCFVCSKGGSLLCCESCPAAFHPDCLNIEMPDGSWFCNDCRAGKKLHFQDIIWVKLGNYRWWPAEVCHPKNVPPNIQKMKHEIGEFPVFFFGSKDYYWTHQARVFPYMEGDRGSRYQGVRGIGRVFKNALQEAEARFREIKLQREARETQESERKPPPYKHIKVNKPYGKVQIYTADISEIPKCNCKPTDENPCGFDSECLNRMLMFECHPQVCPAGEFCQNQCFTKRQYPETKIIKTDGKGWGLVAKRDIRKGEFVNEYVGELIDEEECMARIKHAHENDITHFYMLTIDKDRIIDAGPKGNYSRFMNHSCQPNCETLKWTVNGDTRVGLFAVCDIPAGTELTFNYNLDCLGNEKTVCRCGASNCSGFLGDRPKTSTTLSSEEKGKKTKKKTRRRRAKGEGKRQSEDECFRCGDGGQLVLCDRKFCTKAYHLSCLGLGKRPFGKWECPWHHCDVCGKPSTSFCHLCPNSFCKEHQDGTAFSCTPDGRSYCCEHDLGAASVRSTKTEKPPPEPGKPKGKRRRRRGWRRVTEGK
PKA-R1A activ: PKA-R1A complex activation | PKA-R1A dissociation, Cy5-IP20 fluorescence polarization; scaled: DMSO 0%, 113 µM cGMP 100% | P00514+P68181 | AID 504707 | activation, % at 11.4 µM | hit rate 0.083% among 340,000;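 active means percent activation above the mean of all tested compounds plus 3 SD, cut at about 19% in these data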;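 further: higher means more PKAc released from R1A so a rise in polarization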
Pemphigus Ab inh: inhibitors of pemphigus antibody binding to human desmoglein-3; DSG3-coupled beads, scFv-anti-DSG3-GFP binding, flow cytometry; stronger effect = lower value; binding (percent of control), % at 10 µM; hit rate 0.48% among 310,000; AID 588358;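 active means binding more than 3 SD below its plate's average and above zero; inconclusive means below that plate limit but binding exactly zero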; further: some compounds called inactive have numbers as strong as hits
SR-BI uptake up: enhances SR-BI lipid uptake from DiI-HDL | CHO ldlA[mSR-BI] cells, DiI-HDL uptake fluorescence, 3 h; 100 = double the neutral-control signal | activation, % at 12.5 µM | hit rate 0.096% among 320,000 | AID 504775;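 active means mean replicate activation of at least 60% and every replicate at or above 60%; inconclusive means mean or all-replicate condition met, but not both; inactive means mean below 60% and not all replicates reaching 60%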;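 further: 0% = median plate neutral-control signal and 100% = twice that signal; values of inactives mirror those of a sister screen read the other way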
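Material: SR-BI-overexpressing, LDLR-lacking CHO cells; schedule: compound exposure 3 h, 37 °C; reagent: DiI-labelled HDL at 10 µg/mL final; technique: bottom-read fluorescence, 550/595 nm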
PKA-R2B activ: activators of human PKA-R2B complex | P22694+P31323 | PKA-R2B holoenzyme dissociation, Cy5-IP20 fluorescence polarization; R2B truncated from residue 108, S112A mutant; 0% DMSO only, 100% 113 µM cGMP | activation, % at 11.4 µM | hit rate 0.079% among 340,000;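 active means activation above a cutoff set at the mean over all compounds plus 3 SD, cut at about 18% in these data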;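 further: higher means more holoenzyme dissociation and a rise in polarization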
Arr AP2 block: human beta-arrestin and AP2 interaction inhibition | FITC-arrestin peptide / GST-AP2 beads, flow cytometry; AP2 beta2 appendage carries R879A mutation | inhibition, % at 10 µM | hit rate 0.31% among 340,000 | AID 504490;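 active means inhibition above a set limit, near 3 SD of compounds lacking own fluorescence, cut at about 54% in these data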;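 further: plate controls were DMSO wells for no effect and 5 µM unlabelled arrestin peptide for full effect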
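Material – GST-tagged AP2 beta2-adaptin appendage (R879A) on 4 µm glutathione beads · Probe or stimulus – fluorescein-tagged arrestin peptide at 50 nM final · Timing – 12 min plus 1 h, RT · Detection – bead flow cytometry, FITC channel · Read-out basis – inhibition as reduced fluorescein signal on beads, percent · Medium – PBS plus Tween 20 (0.05%) and BSA (0.1%)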
The depositor's hits bear a star; ? = inconclusive; . = no result given.

SMILES	SR-BI HDL uptake	CDK5 p35 inh	Mot1-301 SUMO	dFosB act	MITF act	NSD2 inh	PKA-R1A activ	Pemphigus Ab inh	SR-BI uptake up	PKA-R2B activ	Arr AP2 block
COc1ccc(-c2cn3cc(C)ccc3n2)cc1OC	-6	1.5	-2	0	9	0	9	100	6	15	-10
Nc1nc(SCC(=O)Nc2ccc(OCc3ccccc3)cc2)n[nH]1	.	-1.1	356	3	37	-1	-8	92	.	1	3
COc1cc(NS(=O)(=O)c2ccc(NC(=O)c3ccc(F)cc3)cc2)ncn1	-3	-8.2	14	4	-2	3	-1	110	3	-5	-2
Cc1ccc(NC(=O)NC(=O)c2ccccc2)cc1F	-35	0.7	22	0	.	.	-8	98	35	3	9
O=C(c1ccc(F)c(S(=O)(=O)N2CCOCC2)c1)N(CCc1ccccc1)Cc1ccccc1	10	0.1	-7	-1	1	-2	5	102	-10	-2	42
Cc1cccc(N2C(=O)CS/C2=N\NC(=O)c2ccc(Cl)cc2)c1C	5	6.4	2	-1	22	2	2	103	-5	-2	9
CC(C)CN(C#N)c1nc(N2CCOCC2)nc(N2CCOCC2)n1	23	0.4	2	-7	.	1	-5	107	-23	0	8
Cc1ccc(-c2cc(C(=O)Nc3cc(C)on3)c3ccccc3n2)c(C)c1	78*	-0.7	27	2	.	.	-14	94	-78	-6	12
COc1ccc(C=O)cc1OS(=O)(=O)c1ccccc1[N+](=O)[O-]	-19	-2.7	-10	-3	8	5	-4	108	19	4	3
CC(/C=N/NC(=O)c1cccnc1)=C\c1ccccc1	8	-1.2	-7	-2	55	0	0	106	-8	-2	-5
Cc1cccc(NC(=O)c2ccccc2NC(=O)C2CCCCC2)c1C	38	-1.8	-7	-9	1	0	0	126	-38	-8	35
Cc1ccc(NC(=O)c2ccc(S(=O)(=O)C(F)F)cc2)c(C)c1	3	0.9	131	8	22	2	-11	97	-3	-2	22
O=S(=O)(c1ccc(-c2nnco2)cc1)N1CCCCC1	.	-2.2	-16	-4	3	93*	-1	.	.	-6	5
C=C1[C@@H](O)[C@H](CC(C)C)N(Cc2ccccc2Br)S1(=O)=O	-9	-3.7	.	-6	-13	.	-6	110	9	-11	0
COc1cccc(Oc2ccc(C(F)(F)F)cc2NC(=O)CCc2nc3ccccc3c(=O)[nH]2)c1	24	1.2	-7	-16	11	-1	-6	102	-24	-3	-9
COc1nc2ccccc2nc1N1CCN(c2ccc(F)cc2)CC1	15	-0.4	-17	-4	-21	-2	2	98	-15	-2	-10
COc1ccc(N(C(=O)c2ccco2)C(C(=O)NC2CCCC2)c2cccs2)cc1OC (configuration not stated)	-2	-0.7	-9	-13	.	12	-1	86	2	-10	2
O=C(COc1ncnc2c(Cl)cc(Cl)cc12)N1CCN(S(=O)(=O)c2ccccc2)CC1	-11	1.3	13	-14	5	-4	0	112	11	-2	-8
O=[N+]([O-])c1ccc(COc2ccc(CNc3ccccc3)cc2)cc1	-18	-1.6	16	3	25	-2	6	98	18	-8	-6
CCn1c(Cc2ccc(OC)cc2)nnc1SCC(=O)Nc1cccc(C(=O)OC)c1	21	0.1	-7	-6	14	3	-9	104	-21	-3	-4
COCCNC(=O)C(c1ccc(C)cc1)N(Cc1cccs1)C(=O)CCC(=O)Nc1ccccn1 (configuration not stated)	-18	1.2	-28	-4	-18	.	-9	.	18	-5	9
COc1cc2cc(C#N)c(SCC(=O)Nc3cc(C)on3)nc2cc1OC	-5	5.5	2	-3	16	0	3	.	5	-3	4
Cc1ccc(-c2csc(N3CCN(CCCn4c(C(F)(F)F)nc5ccccc54)CC3)n2)cc1	18	-2.1	52	2	-18	.	-2	106	-18	-8	-5
CN(Cc1ccccc1)C(=O)CCS(=O)(=O)c1cc2c(cc1Cl)NC(=O)CO2	-16	-0.9	6	-3	.	.	11	100	16	0	-6

Molecules above with a Cl atom, in the order listed:
SMILES	SR-BI HDL uptake	CDK5 p35 inh	Mot1-301 SUMO	dFosB act	MITF act	NSD2 inh	PKA-R1A activ	Pemphigus Ab inh	SR-BI uptake up	PKA-R2B activ	Arr AP2 block
Cc1cccc(N2C(=O)CS/C2=N\NC(=O)c2ccc(Cl)cc2)c1C	5	6.4	2	-1	22	2	2	103	-5	-2	9
O=C(COc1ncnc2c(Cl)cc(Cl)cc12)N1CCN(S(=O)(=O)c2ccccc2)CC1	-11	1.3	13	-14	5	-4	0	112	11	-2	-8
CN(Cc1ccccc1)C(=O)CCS(=O)(=O)c1cc2c(cc1Cl)NC(=O)CO2	-16	-0.9	6	-3	.	.	11	100	16	0	-6

Carrying on.
SMILES	SR-BI HDL uptake	CDK5 p35 inh	Mot1-301 SUMO	dFosB act	MITF act	NSD2 inh	PKA-R1A activ	Pemphigus Ab inh	SR-BI uptake up	PKA-R2B activ	Arr AP2 block
COc1cc(C(=O)N/C(=C\c2cn(C)c3ccccc23)C(=O)N2CCN(C)CC2)cc(OC)c1OC	-5	.	.	-8	17	4	-2	99	5	1	-5
COc1cc([N+](=O)[O-])ccc1NC(=O)C[n+]1cccc(C)c1	-12	-1.6	-21	7	3	-2	6	.	12	5	2
C[C@H](CO)N1C[C@H](C)[C@@H](CN(C)S(=O)(=O)c2ccccc2)Oc2ccc(NS(=O)(=O)c3cccs3)cc2C1=O	5	0.1	-3	-2	6	.	0	105	-5	0	-6
O=C(Nc1ccccc1Cl)c1ccc(-c2ccccn2)s1	11	-2.2	1	-6	?	14	-14	110	-11	5	-10
O=C(CN1C(=O)NC2(CCc3ccccc32)C1=O)Nc1ccccc1OC(F)F (configuration not stated)	-12	0.8	-2	-2	3	0	1	101	12	1	14
COc1cc(C(=O)Nc2ccc(O)cc2)ccc1OC(C)=O	-2	-0.7	75	0	9	-3	3	98	2	-4	0
Cc1ccc(C)c(CSc2nnc(-c3cccs3)n2Cc2ccco2)c1	2	3.1	-17	-1	.	2	8	111	-2	10	8
CN1C(=O)c2ccccc2Sc2ccc(NC(=O)N3CCCC3)cc21	-7	2.0	-14	6	-4	2	0	106	7	-15	4
OCCC1CN(Cc2cnc(-c3ccccc3)s2)CCN1CCc1ccccc1 (configuration not stated)	10	-1.7	-7	-5	6	5	-2	102	-10	-9	-3
Cc1cccc(NC(=O)CN2CCC(NC(=O)C3CCCCC3)CC2)c1C	5	0.0	2	-7	-19	-4	-4	87	-5	4	5
O=C(NS(=O)(=O)c1ccc2c(c1)OCCO2)c1ccccc1	-16	-2.5	-18	-4	-7	-1	-7	79	16	0	7
O=C(Nc1cccnc1)C1CCCN(c2ncnc3c2nc2n3CCCCC2)C1 (configuration not stated)	-5	0.7	4	-7	-6	2	-6	111	5	0	9

Compounds listed so far that contain fluorine, in the order listed:
SMILES	SR-BI HDL uptake	CDK5 p35 inh	Mot1-301 SUMO	dFosB act	MITF act	NSD2 inh	PKA-R1A activ	Pemphigus Ab inh	SR-BI uptake up	PKA-R2B activ	Arr AP2 block
COc1cc(NS(=O)(=O)c2ccc(NC(=O)c3ccc(F)cc3)cc2)ncn1	-3	-8.2	14	4	-2	3	-1	110	3	-5	-2
Cc1ccc(NC(=O)NC(=O)c2ccccc2)cc1F	-35	0.7	22	0	.	.	-8	98	35	3	9
O=C(c1ccc(F)c(S(=O)(=O)N2CCOCC2)c1)N(CCc1ccccc1)Cc1ccccc1	10	0.1	-7	-1	1	-2	5	102	-10	-2	42
Cc1ccc(NC(=O)c2ccc(S(=O)(=O)C(F)F)cc2)c(C)c1	3	0.9	131	8	22	2	-11	97	-3	-2	22
COc1cccc(Oc2ccc(C(F)(F)F)cc2NC(=O)CCc2nc3ccccc3c(=O)[nH]2)c1	24	1.2	-7	-16	11	-1	-6	102	-24	-3	-9
COc1nc2ccccc2nc1N1CCN(c2ccc(F)cc2)CC1	15	-0.4	-17	-4	-21	-2	2	98	-15	-2	-10
Cc1ccc(-c2csc(N3CCN(CCCn4c(C(F)(F)F)nc5ccccc54)CC3)n2)cc1	18	-2.1	52	2	-18	.	-2	106	-18	-8	-5
O=C(CN1C(=O)NC2(CCc3ccccc32)C1=O)Nc1ccccc1OC(F)F (configuration not stated)	-12	0.8	-2	-2	3	0	1	101	12	1	14

The list goes on.
SMILES	SR-BI HDL uptake	CDK5 p35 inh	Mot1-301 SUMO	dFosB act	MITF act	NSD2 inh	PKA-R1A activ	Pemphigus Ab inh	SR-BI uptake up	PKA-R2B activ	Arr AP2 block
CCOC(=O)C1CCN(c2c(Nc3ccc4c(c3)OCCO4)c(=O)c2=O)CC1	-4	-0.1	.	-7	7	.	-2	104	4	-1	-2
CCOc1ccc(N=C2SCC(=O)N2CC)cc1	-6	-1.1	1	3	0	-3	-4	117	6	-4	7
Cc1cccc(/C=C(\c2nc3ccccc3[nH]2)S(=O)(=O)c2ccccc2)c1	4	0.9	.	-2	-85	4	1	110	-4	-1	-3
CNC(=O)CN(Cc1ccccc1)S(=O)(=O)c1ccc(Cl)cc1	4	1.0	1	0	.	-1	11	120	-4	0	3

Compounds as they come; overall some 4.7% were active at least once.
